# Vif-APOBEC3G blk: Vif-A3G binding inhibition. Q9HC16. HeLa A3G-eYFP + Vif (tagged APOBEC3G with the HIV-1 protein that degrades it), YFP fluorescence, overnight. Potency, µM (doses to about 46.1 µM), for inactives: at the top dose activity, negative = active, usual class: inhibitors. 0.076% of 410,000 active. AID 602310;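 note: potency is the fitted concentration of half-maximal effect; % is set by controls: 0 for no effect and ±100 for the full control effect; nearly all actives have a fitted effect of over 60% in size; hits raise eYFP signal because A3G escapes Vif-driven loss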
#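 HeLa cells stably expressing Vif and C-terminally eYFP-tagged A3G, seeded overnight at 37 deg C, then exposed to compound by pintool overnight at 37 deg C. Rise in yellow fluorescence (Ex 488/Em 500-530, Acumen) marks blocked Vif-driven A3G degradation.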
# RGS4 inh: blocks human RGS4-accelerated GTP hydrolysis; P49798; Transcreener GDP fluorescence polarization, RGS4-accelerated GTP hydrolysis; Potency, µM (doses to about 114 µM), for the others: at the highest dose activity change, negative = inhibition, hits mostly inhibitors; 0.039% of 390,000 active; AID 504845; note: potency is the fitted concentration of half-maximal effect; % is set by controls: 0 for no effect and ±100 for the full control effect; nearly all actives have a fitted effect of over 75% in size; some results filed as inactive show a strong effect at the top dose
# Target sequence (P49798 whole entry, looked up): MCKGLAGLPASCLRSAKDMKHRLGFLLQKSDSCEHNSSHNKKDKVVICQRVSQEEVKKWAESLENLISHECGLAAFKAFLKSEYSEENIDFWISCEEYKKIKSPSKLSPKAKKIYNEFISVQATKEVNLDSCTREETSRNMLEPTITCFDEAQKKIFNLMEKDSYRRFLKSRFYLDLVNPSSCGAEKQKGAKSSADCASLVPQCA
#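 MLSMR compounds (23 nl, pin-transferred) preincubated 10 min at room temperature with a 500nM (2x) first reagent, then RGS4 at 900nM (2x) plus Transcreener GDP mix added; fluorescence polarization (620/688 nm) read before and after 90 min at 30 °C.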
# GRP78 ERSR act: inducers of ER stress response in human glioma cells; U87-MG GRP78 promoter luciferase reporter, 16 h; Potency, µM, for the others: top-dose activation, actives largely listed as activators; 0.02% of 420,000 active; note: potency is the fitted concentration of half-maximal effect; series mostly up to about 76 µM; % of control where 0% means no effect; nearly all actives have a fitted effect of over 35% in size
#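 Stably transfected U87-MG human glioma cells carrying a GRP78-based luminescent sensor were seeded at 1000 cells/well, pin-dosed with compounds and incubated 16 h. Luciferase reagent was then added, and end-point luminescence was read after 10 min at room temperature.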
# D2 agonist: D2 dopamine receptor (human) agonism; AID 485358; 0.53% of 340,000 active; HEK293 T-REx D2 cells, calcium flux agonist mode; P14416; activation, % at 2 µM;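 active = activation over 3 SD above normal in the single-dose calcium agonist read, cut at about 30% in these data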; note: 0% is about no effect
#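 Tetracycline-induced HEK293 Trex cells with D2 receptor force-coupled to calcium signaling, plated overnight at 30 C and loaded with no-wash calcium dye. Calcium flux read kinetically for 180 s after compound addition; responses flag agonists.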
# D2 antag: antagonists of human D2 dopamine receptor | P14416 | HEK293 TREx D2 cells, calcium flux, dopamine EC80 | inhibition, % at 10 µM | 2% of 340,000 active; in the data active = inhibition above about 30%; note: 0% is about no effect
#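 In this primary screen, negative modulation is detected by tracking calcium flux after an EC80 dopamine challenge in inducible HEK293 T-REx D2 cells preexposed to test compound for 180 s.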
# ERG-DNA inh: blocks human ERG Ets domain binding to DNA; P11308; 0.028% of 370,000 active; fluorescence polarization, His-ERG Ets domain / labelled DNA; Potency, µM (series often up to 76.9 µM), without a hit: at the top dose FP activity, negative = inhibition, actives largely listed as inhibitors; active = well fitted inhibition curve with a large enough effect in the polarisation, with a control signal flat; inconclusive = small, poorly fitted or top-dose-only effect, or effect the other way, or a change in a side signal; inactive = no such curve, though single readings can be large or run the other way; the % refers to the polarisation;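 note: polarization taken with two DNA probes labelled with fluorescein and Texas red; potency is the fitted concentration of half-maximal effect; % of control where 0% means no effect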
#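 His-tagged ERG Ets domain (1 uM in the protein solution; 300mM KCl, 50mM Tris-HCl, 1mM EDTA, 1mM DTT, pH 7.5) received compound, then a probe mix of 5 nM fluorescein-DNA and 100nM Texas-615-DNA. Fluorescence polarization was read for both dyes.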
# Vif-APOBEC3F blk: blocks the Vif interaction with APOBEC3F; HeLa A3F-eYFP + Vif (tagged APOBEC3F with the HIV-1 protein that degrades it), YFP fluorescence increase; Potency, µM (doses to about 46.1 µM), without a hit: top-dose activity, negative = active; 0.2% of 390,000 active; AID 602313; note: potency is the fitted concentration of half-maximal effect; % of control where 0% means no effect; nearly all actives have a fitted effect of over 65% in size
#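 HeLa cells stably expressing A3F-eYFP plus Vif, plated and incubated overnight at 37 deg C, then exposed to compounds overnight at 37 deg C. Blocked degradation read as raised yellow fluorescence (Ex 488/Em 500-530).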
# ALOX12 inh: ALOX12 (human) lipoxygenase inhibition. P18054. purified 12hLO, xylenol orange hydroperoxide absorbance. Potency, µM (titrated, usually from 108 µM), inactives show at the top dose activity change, negative = inhibition, usual class: inhibitors. 1.1% of 580,000 active; note: potency is the fitted concentration of half-maximal effect; % is set by controls: 0 for no effect and ±100 for the full control effect
# Target sequence (P18054 whole entry, looked up): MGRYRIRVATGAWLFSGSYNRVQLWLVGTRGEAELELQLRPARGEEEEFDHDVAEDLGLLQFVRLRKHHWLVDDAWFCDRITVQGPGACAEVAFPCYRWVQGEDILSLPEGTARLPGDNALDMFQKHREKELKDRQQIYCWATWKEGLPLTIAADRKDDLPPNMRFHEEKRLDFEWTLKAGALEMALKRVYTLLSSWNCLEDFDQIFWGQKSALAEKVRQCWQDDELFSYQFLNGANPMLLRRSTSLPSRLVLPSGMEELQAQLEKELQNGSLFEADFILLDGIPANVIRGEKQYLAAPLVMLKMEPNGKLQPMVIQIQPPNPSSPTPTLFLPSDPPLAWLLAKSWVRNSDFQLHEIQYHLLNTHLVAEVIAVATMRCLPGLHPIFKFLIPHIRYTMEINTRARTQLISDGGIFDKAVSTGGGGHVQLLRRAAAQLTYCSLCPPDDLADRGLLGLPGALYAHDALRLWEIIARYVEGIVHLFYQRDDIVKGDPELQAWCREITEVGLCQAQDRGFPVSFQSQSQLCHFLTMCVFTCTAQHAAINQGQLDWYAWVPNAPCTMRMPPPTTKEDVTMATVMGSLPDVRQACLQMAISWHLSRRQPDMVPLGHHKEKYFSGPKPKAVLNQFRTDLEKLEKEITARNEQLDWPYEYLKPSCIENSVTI
#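 Hydroperoxide product was detected by ferrous iron/xylenol orange as the 573 to 405 nm absorbance ratio. Arachidonic acid at 40 uM (final) was turned over for 30 min at room temperature by 150 nM human 12hLO, pH 7.0 Hepes buffer, after 15 min compound preincubation.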
# LDHA block: inhibitors of human lactate dehydrogenase A; purified LDHA, NADH/diaphorase-resazurin fluorescence; active compounds read low; AID 1347041; 0.15% of 480,000 active; activity change, % (values are at about 110 or 230 µM); in the data active = activity change below about -30%; inconclusive = mostly about -25% to -30%;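 note: plate controls were DMSO wells for no effect and wells without enzyme for full effect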
#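 Remaining NADH was detected by diaphorase (0.133 mg/mL) converting 37 µM resazurin to fluorescent resorufin, read at 0 and 20 minutes. The preceding 5-minute room-temperature reaction used 2 nM LDHA, 0.2 mM sodium pyruvate and 0.06 mM NADH at pH 7.4.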
# * hit, by the source's call; u = inconclusive; x = not tested or not shown; [ ] = another dose, or the depositor's remark. Unless noted, calls come from the whole dose curve; as a rule, active = well fitted curve in the direction sought with a large enough effect; inconclusive = small, poorly fitted or top-dose-only effect, or another doubt; inactive = no such curve, though single readings can be large; an effect the other way counts as inactive or inconclusive. The list is partial; rates above refer to the full screens.
[1] CCCn1c(SCc2cc(=O)oc3ccc4ccccc4c23)n[nH]c1=O
[2] COC(=O)c1cc2oc3ccccc3c2n1Cc1nc(-c2ccccc2Cl)oc1C
[3] Cc1cc(SCC(=O)c2ccccc2)nc(=O)[nH]1
[4] Cn1c(=O)oc2cc(S(=O)(=O)N3CCN(C(=O)c4ccco4)CC3)ccc21
[5] Cc1cccc(-c2noc(CN(C(C)C)S(=O)(=O)c3ccc(F)cc3)n2)c1
entry no.	1	2	3	4	5
Vif-APOBEC3G blk	-7%	3%	0%	3%	0%
RGS4 inh	-59%[56.9 µM]	39%	u	-29%	10%
GRP78 ERSR act	-6%	-3%	-9%	-2%	-7%
D2 agonist	0.0	0.0	0.1	x	0.3
D2 antag	6	x	-6	x	-8
ERG-DNA inh	9%	-11%	6%	-6%	-2%
Vif-APOBEC3F blk	-5%	5%	-8%	-6%	4%
ALOX12 inh	28%	-12%	u	-3%	u
LDHA block	-5	-8	1	-1	-3

[6] COc1cc(C(=O)N2CCC(O)(c3ccccc3)CC2)cc(OC)c1OC
[7] COc1ccc(NC(=O)C(=O)NCC(c2cccnc2)N2CCc3ccccc32)cc1OC (stereo not drawn)
[8] CSCCC(NC(=O)OCc1ccccc1)NC(=O)OCc1ccccc1
[9] CN(C)CCNC(=O)COc1ccc(C23CC4CC(CC(C4)C2)C3)cc1
[10] CC(CN1CCCCC1)OC(=O)c1ccc(Cl)cc1 (stereo not drawn)
entry no.	6	7	8	9	10
Vif-APOBEC3G blk	-2%	-2%	-3%	1%	1%
RGS4 inh	29%	-14%	x	5%	-13%
GRP78 ERSR act	-3%	-3%	1%	-3%	-3%
D2 agonist	0.1	0.1	x	0.3	0.3
D2 antag	3	x	x	-3	8
ERG-DNA inh	-2%	1%	x	2%	-17%
Vif-APOBEC3F blk	-2%	1%	x	0%	-3%
ALOX12 inh	0%	u	-17%	u	0%
LDHA block	-6	2	-6	-3	2

# Entries of single compounds as entered above. Values in the order: Vif-APOBEC3G blk	RGS4 inh	GRP78 ERSR act	D2 agonist	D2 antag	ERG-DNA inh	Vif-APOBEC3F blk	ALOX12 inh	LDHA block
# `Cn1c(=O)oc2cc(S(=O)(=O)N3CCN(C(=O)c4ccco4)CC3)ccc21` is entered as 3%	-29%	-2%	x	x	-6%	-6%	-3%	-1
# `COc1ccc(NC(=O)C(=O)NCC(c2cccnc2)N2CCc3ccccc32)cc1OC` (stereo not drawn) is entered as -2%	-14%	-3%	0.1	x	1%	1%	u	2
# `Cc1cccc(-c2noc(CN(C(C)C)S(=O)(=O)c3ccc(F)cc3)n2)c1` is entered as 0%	10%	-7%	0.3	-8	-2%	4%	u	-3
# `CN(C)CCNC(=O)COc1ccc(C23CC4CC(CC(C4)C2)C3)cc1` is entered as 1%	5%	-3%	0.3	-3	2%	0%	u	-3
# `COC(=O)c1cc2oc3ccccc3c2n1Cc1nc(-c2ccccc2Cl)oc1C` is entered as 3%	39%	-3%	0.0	x	-11%	5%	-12%	-8

# (continued)
[11] COCCCNC(=O)CCSc1ccc(Cl)cc1
[12] Cc1ccc[n+](CC(=O)c2ccc(Br)cc2)c1
[13] COC(=O)CCSCC(=O)N1N=C(c2ccc(Br)cc2)CC1c1cccc(OC)c1OC (stereo not drawn)
[14] O=C(NCc1ccncc1)c1cccc(F)c1
[15] CC(OC(=O)c1cc2sccc2n1C)C(=O)NCc1cccs1 (stereo not drawn)
entry no.	11	12	13	14	15
Vif-APOBEC3G blk	5%	0%	1%	0%	1%
RGS4 inh	11%	-11%	23%	5%	-8%
GRP78 ERSR act	0%	1%	-1%	-1%	1%
D2 agonist	0.2	-0.4	1.8	0.1	-1.2
D2 antag	-11	10	7	9	-8
ERG-DNA inh	4%	14%	-2%	4%	x
Vif-APOBEC3F blk	-3%	-4%	-14%	1%	5%
ALOX12 inh	-20%	23%	u	1%	1%
LDHA block	-12	29	-1	-6	1

[16] COc1cc2cc(CN(CCCO)S(=O)(=O)c3ccccc3Cl)c(=O)[nH]c2cc1OC
[17] CCOC(=O)c1cc2cc3ccccc3cc2oc1=O
[18] CCOC(=O)c1cnn(-c2nc3c(C)cccc3s2)c1C(F)(F)F
[19] S=C(Nc1ccccc1Cl)N1CCCC1
[20] COC(=O)C1CCN(C(=O)C(C)Oc2ccc(Cl)cc2Cl)CC1 (stereo not drawn)
entry no.	16	17	18	19	20
Vif-APOBEC3G blk	-4%	-1%	-6%	3%	-3%
RGS4 inh	-33%	9%	18%	0%	15%
GRP78 ERSR act	-6%	2%	1%	1%	-7%
D2 agonist	1.0	-0.8	0.6	-0.2	-2.0
D2 antag	15	-18	15	6	2
ERG-DNA inh	10%	129%[activator]	-1%	-3%	-3%
Vif-APOBEC3F blk	1%	-3%	-8%	2%	-5%
ALOX12 inh	-18%	-4%	0%	-1%	12%
LDHA block	0	-1	-4	-7	-3

[21] COc1ccc(N2C(=O)CN=C2Nc2cccc(C)c2C)cc1OC
[22] Cc1ccc(N(CC(=O)N2CCOCC2)S(C)(=O)=O)cc1Cl
[23] COc1ccccc1N1CCN(C(=O)CSc2ncnc3scc(-c4ccccc4)c23)CC1
[24] O=C(Nc1ccccc1-c1nnn(CC(=O)N2CCOCC2)n1)c1ccccc1F
[25] O=C1CC2(CCN(C(=O)C3CC(=O)N(c4ccccc4)C3)CC2)Oc2ccccc21 (stereo not drawn)
entry no.	21	22	23	24	25
Vif-APOBEC3G blk	0%	-1%	0%	4%	1%
RGS4 inh	15%	4%	u	-8%[11.4 µM]	13%
GRP78 ERSR act	-1%	-6%	-2%	-5%	-2%
D2 agonist	0.8	1.5	-0.8	-0.5	0.8
D2 antag	-7	-13	-1	-12	2
ERG-DNA inh	5%	5%	1%	-11%	-6%
Vif-APOBEC3F blk	-2%	-4%	0%	-4%	9%
ALOX12 inh	0%	6%	-10%	-19%	-10%
LDHA block	-1	-7	-7	0	-11

[26] CCC(C)NC(=O)Cn1c(=O)cc(-c2ccccc2)c2c(C)nn(C)c21 (stereo not drawn)
[27] Cc1nn(-c2ncc(C(F)(F)F)cc2Cl)c(=O)n1-c1cccc(Cl)c1
[28] O=C(c1cccc(Cl)c1)N1CCC(C(=O)N2CCN(Cc3ccccc3)CC2)CC1
[29] CCCC/C(O)=C1\C(=O)CC(C)(C)CC1=Nc1ccc(OC)cc1
[30] CCC(C)Nc1nc(N)c([N+](=O)[O-])c(NCc2ccccc2)n1 (stereo not drawn)
entry no.	26	27	28	29	30
Vif-APOBEC3G blk	-2%	-4%	1%	1%	u
RGS4 inh	-29%	6%	6%	-16%	u
GRP78 ERSR act	-3%	-4%	-1%	0%	-1%
D2 agonist	1.0	x	0.9	-0.1	1.5
D2 antag	x	x	7	-10	21
ERG-DNA inh	-1%	1%	15%	-4%	-1%
Vif-APOBEC3F blk	1%	0%	-9%	-5%	u
ALOX12 inh	-2%	0%	2%	-2%	-20%
LDHA block	4	-6	-4	-2	-3

[31] COc1ccc(/C=C2\SC(=O)N(CCC(=O)NC3CCS(=O)(=O)C3)C2=O)cc1 (stereo not drawn)
[32] COc1ccc(Cc2nc3c4c(ncn3n2)Oc2c(ccc3ccccc23)C4c2ccc(OC)c(OC)c2)cc1 (stereo not drawn)
[33] O=C(Nc1cccc(C(F)(F)F)c1)c1cc2ccc3cccnc3c2[nH]1
[34] COc1ccc2oc(C(=O)Nc3nc4ccccc4[nH]3)c(C)c2c1
[35] CC[N+](C)(CC)CCC(c1ccccc1)C1CCCCC1 (stereo not drawn)
entry no.	31	32	33	34	35
Vif-APOBEC3G blk	-2%	0%	2%	1%	0%
RGS4 inh	-22%[11.4 µM]	3%	-4%	8%	-40%
GRP78 ERSR act	-4%	-2%	-4%	3%	-1%
D2 agonist	-0.7	1.5	-0.9	-0.2	0.4
D2 antag	4	1	x	27	-14
ERG-DNA inh	-8%	-12%	2%	4%	-2%
Vif-APOBEC3F blk	2%	-12%	1%	9%	-20%
ALOX12 inh	-3%	-19%	-23%	-11%	u
LDHA block	-5	-7	-14	-2	-5

[36] COc1ccc(Cn2c(SCc3ccc(C(=O)NC4CCCCC4)cc3)nc3cccnc32)cc1
[37] Cc1ccc2c(c1)c1c(n2CC(O)CN2CCC(C)CC2)CCCC1 (stereo not drawn)
[38] O=C(Nc1cccnc1)c1cc2cc(Br)ccc2o1
[39] CCC(Sc1nnnn1C)C(=O)Nc1ccc(C(C)=O)cc1 (stereo not drawn)
[40] O=C(Nc1nccs1)c1ccc(S(=O)(=O)NCc2cccs2)cc1
entry no.	36	37	38	39	40
Vif-APOBEC3G blk	-1%	3%	-2%	6%	-19%
RGS4 inh	-40%	-6%	-5%	-7%	-1%
GRP78 ERSR act	-2%	-2%	-7%	3%	2%
D2 agonist	4.9	3.5	0.4	-1.0	0.3
D2 antag	x	2	-11	11	-22
ERG-DNA inh	-1%	2%	-2%	4%	x
Vif-APOBEC3F blk	-25%	5%	1%	4%	-1%
ALOX12 inh	-28%	-17%	-13%	0%	-8%[57.4 µM]
LDHA block	-1	1	-5	-8	2
